Screening results (PubChem)
RXFP1 antagonist = blocks the human relaxin receptor RXFP1; Q9HBX9; HEK293-RXFP1, relaxin-stimulated cAMP HTRF, 30 min; active compounds read low; activity change, negative = inhibition, % at 57.5 µM; 350,000 compounds, 0.59% hits; AID 1259400;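 active means activity change of -60% or lower, but not beyond a set lower limit; inconclusive means change between -60% and -40%, or beyond the set limit; inactive means change above -40%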; further: on the % scale 0 is the no-effect control and ±100 the full control effect
RXFP1 agonist = agonists of human relaxin receptor RXFP1. Q9HBX9. HEK293T-RXFP1 cAMP TR-FRET, 30 min; response scale: percent of porcine relaxin response, buffer zero. Potency, µM (highest dose often 57.5 µM), for inactives: at the highest dose activation, hits mostly activators. 370,000 compounds, 0.3% hits. AID 2676; active means well fitted activation curve with a large enough effect; inconclusive means small, poorly fitted or top-dose-only effect; further: potency means the concentration at half of the fitted maximal effect; on the % scale 0 is the no-effect control and ±100 the full control effect; nearly all actives have a fitted effect of over 60% in size; many of its hits are not listed in these tables
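Agonist response is measured as cAMP accumulation in an RXFP1-transfected HEK293T line under PDE4 inhibition. Values are scaled between buffer-only and 29 nM porcine relaxin, and EC50s come from standard Hill equation fits.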
D2 potentiator = positively modulates the human D2 dopamine receptor allosterically. HEK293 T-REx D2, calcium flux, EC20 dopamine potentiation. 340,000 compounds, 0.34% hits. P14416. AID 485347. potentiation, % at 10 µM;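 active means potentiation over 3 SD above the plate norm, cut at about 30% in these data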; further: 0% is about no effect
Target sequence (P14416 whole entry, looked up): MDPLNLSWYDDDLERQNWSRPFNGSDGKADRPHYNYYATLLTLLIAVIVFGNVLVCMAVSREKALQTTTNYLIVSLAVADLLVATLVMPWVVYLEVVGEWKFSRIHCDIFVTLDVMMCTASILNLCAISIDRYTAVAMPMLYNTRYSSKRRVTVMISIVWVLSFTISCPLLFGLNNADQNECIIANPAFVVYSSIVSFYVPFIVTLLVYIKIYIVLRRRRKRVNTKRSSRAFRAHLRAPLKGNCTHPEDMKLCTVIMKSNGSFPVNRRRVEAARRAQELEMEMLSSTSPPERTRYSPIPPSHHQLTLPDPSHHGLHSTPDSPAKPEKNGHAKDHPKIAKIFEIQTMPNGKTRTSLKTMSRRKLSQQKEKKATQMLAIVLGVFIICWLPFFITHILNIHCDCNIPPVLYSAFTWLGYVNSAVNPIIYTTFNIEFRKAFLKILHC
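Potentiation of an EC20 dopamine calcium response measured kinetically over 180 s, after a preceding 180 s compound-only read flagging agonists. Cells: inducible Hek293 Trex D2 line, 4000/well, cultured overnight at 30 C before dye loading.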
D1 potentiator = enhances dopamine response at the human D1 receptor | HEK293 TREx D1 cells, calcium flux, dopamine EC20 potentiation | potentiation, % at 10 µM | 360,000 compounds, 0.036% hits; in the data active means potentiation above about 30%; further: 0% is about no effect
Target sequence (P21728 whole entry, looked up): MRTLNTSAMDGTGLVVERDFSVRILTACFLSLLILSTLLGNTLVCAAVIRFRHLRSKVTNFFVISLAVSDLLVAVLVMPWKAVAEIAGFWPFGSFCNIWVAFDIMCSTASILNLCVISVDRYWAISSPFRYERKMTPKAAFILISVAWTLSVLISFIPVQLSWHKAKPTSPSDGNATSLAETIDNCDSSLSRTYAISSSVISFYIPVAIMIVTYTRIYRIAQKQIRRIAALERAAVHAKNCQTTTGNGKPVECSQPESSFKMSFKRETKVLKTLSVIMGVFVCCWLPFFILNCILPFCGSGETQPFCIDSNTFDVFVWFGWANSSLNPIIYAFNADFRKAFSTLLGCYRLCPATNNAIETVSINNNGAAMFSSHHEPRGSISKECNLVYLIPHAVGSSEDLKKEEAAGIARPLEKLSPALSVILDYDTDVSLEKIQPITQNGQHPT
D1 antagonist = human D1 dopamine receptor antagonism; HEK293 TREx D1 cells, calcium flux, dopamine EC80; active compounds read low; 360,000 compounds, 3.2% hits; P21728; activity change, negative = inhibition, % at 10 µM; in the data active means activity change below about -30%; further: on the % scale 0 is the no-effect control and ±100 the full control effect
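HEK293 T-REx cells expressing inducible, force-coupled D1 receptor; no-wash Ca dye, 30–90 min RT. Cmpd → 180 s read at 1 Hz → EC80 DA → 180 s read.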
D2 ag = activates the human D2 dopamine receptor | activation, % at 2 µM | P14416 | 340,000 compounds, 0.53% hits | HEK293 T-REx D2 cells, calcium flux agonist mode;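 active means activation over 3 SD above normal in the single-dose calcium agonist read, cut at about 30% in these data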; further: 0% is about no effect
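Tetracycline-induced HEK293 Trex cells with D2 receptor force-coupled to calcium signaling, plated overnight at 30 C and loaded with no-wash calcium dye. Calcium flux read kinetically for 180 s after compound addition; responses flag agonists.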
TRHR PAM = allosterically enhances the human TRH receptor. TRHR cells, fluo-8 calcium fluorescence, EC20 TRH enhancement. 360,000 compounds, 0.66% hits. AID 493056. P34981. enhancement, % at 2 µM; in the data active means enhancement above about 30%; further: 0% is about no effect
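Enhancer read-out: after compound pinning and an initial kinetic agonist-mode read, an EC20 of TRH (10 nM final) was injected and fluo-8 calcium signal (Ex 480/Em 530) followed at 1 s/cycle for 100 cycles in TRHR-expressing cells.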
D1 agonist = activates the human D1 dopamine receptor; 360,000 compounds, 1% hits; activation, % at 2 µM; HEK293 T-REx D1 cells, calcium flux, agonist mode; P21728; in the data active means activation above about 30%; further: 0% is about no effect
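Agonism was scored from calcium flux recorded over 180 s (1 read/s) after pintool compound addition, following a 10-cycle baseline. Cells were inducible force-coupled HEK293 TREx D1, plated overnight at 30 C and loaded with no-wash calcium dye.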
D2 antag = D2 dopamine receptor (human) antagonism; 340,000 compounds, 2% hits; inhibition, % at 10 µM; HEK293 TREx D2 cells, calcium flux, dopamine EC80; in the data active means inhibition above about 30%; further: 0% is about no effect
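Tetracycline-induced HEK293 TREx cells expressing D2 receptor forced-coupled to calcium signalling, loaded with no-wash calcium dye. Compounds added and calcium flux read 180 s, then dopamine added at EC80 and read a further 180 s.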
Starred values were filed as active, the others as inactive; ? = inconclusive; . = not tested or not shown; & = joins results of further samples. Only part of the results is shown; count on the stated rates, not on these rows.

SMILES	RXFP1 antagonist	RXFP1 agonist	D2 potentiator	D1 potentiator	D1 antagonist	D2 ag	TRHR PAM	D1 agonist	D2 antag
O=C(NC(=S)N1CCOCC1)C12CCC3CC(CC(C3)C1)C2	-2.3	0.2%	31.1*	0.6	0.0	-1.4	9.7	2.4	-16.2
COc1ccc(-n2cnnc2SCC(=O)Nc2cccc([N+](=O)[O-])c2)cc1	17.1	0.9%	.	-4.5	8.9	.	4.5	2.8	.
COc1cc(OC)c2c(=O)cc(-c3ccccc3)oc2c1	.	-0.7%	.	-4.1	5.1	.	0.2	-4.2	.
CCS(=O)(=O)c1nc(S(=O)(=O)c2ccc(Cl)cc2)c(NCCCN2CCOCC2)s1	-0.9	22.2%	-6.2	5.9	-4.8	0.5	18.2	1.5	-4.6
CC(=O)Nc1ccc(S(=O)(=O)N2CCc3cc4c(cc3C2)OCCCO4)cc1	-2.8	-1.5%	6.7	-4.0	-21.3	0.1	7.6	11.5	4.1
CCOc1ccc(S(=O)(=O)N2CCC(C(=O)NCC3CCCO3)CC2)cc1Cl (configuration not stated)	-8.5	-1.9%	-7.9	1.7	-6.4	0.5	-22.0	1.7	16.9
Cc1cc2nc(-c3ccc(Cl)cc3)cc(C(F)(F)F)n2n1	-0.9	1.5%	10.5	-1.4	-5.7	-0.8	-9.1	2.6	.
Nc1ccc2nc(N3CCOCC3)sc2c1	-0.3	5.5%	-6.8	-0.3	-3.3	.	6.2	-1.5	.
COc1cccc(C(=O)NC(=S)Nc2ccc3[nH]c(=O)[nH]c3c2)c1	3.8	0.9%	-9.5	-0.7	1.5	-1.3	-2.6	2.7	3.6
COC(=O)c1ccccc1NC(=O)CSc1nncn1-c1ccccn1	-3.5	2.2%	.	-14.3	14.7	-2.8	0.9	-1.1	10.9
CCCc1nc2sc3c(N4CCCCC4)ncnc3c2c2c1CCCC2	.	6.3%	-10.4	-0.1	-6.5	1.9	-4.5	6.2	.
Cc1ccc(NC(=O)COC(=O)/C=C/c2cccc(Cl)c2)cc1S(=O)(=O)N1CCOCC1	14.9	-2.2%	9.1	0.7	-18.7	-0.5	0.5	7.2	-12.6
COc1ccc(C(=O)OCC(=O)Nc2ccc(F)cc2F)cc1OC	5.0	0.9%	0.8	-0.7	17.3	2.1	1.7	0.3	8.6
COc1cc(OC)c(C2=NOC(C(=O)N3CCCc4ccccc43)C2)cc1Cl (configuration not stated)	-10.0	4.1%	1.3	-2.9	5.4	0.5	0.4	2.4	2.8
CCC(=O)Nc1cccc(-n2nnnc2SCC(=O)c2ccc(C)c(C)c2)c1	-18.9	-0.8%	6.4	2.1	-20.9	-2.0	19.8	4.9	7.2
O=C1CC(c2ccc(F)cc2)CC2=C1C=Nc1ccccc1N2 (configuration not stated)	-7.8	-0.8%	1.6	3.6	-9.3	-0.2	-6.5	6.2	9.6
CCN(CC)S(=O)(=O)c1ccc(C(=O)NC(=S)N(CCO)Cc2ccccc2)cc1	-7.9	0.4%	-5.0	-6.7	1.5	-2.9	-5.1	1.2	16.3
CCC(C)[C@H](NC(=O)NCCCc1ccccc1)C(=O)OC (some centres not stated)	5.4	1.9%	1.9	-1.9	-13.2	-0.5	-4.2	0.6	27.7
CCOC(=O)c1ccc(CNCc2ccc(C)cc2)cc1	-7.2	1.8%	-18.2	-0.1	8.6	-1.2	-6.7	3.9	5.7
COc1ccc(C)cc1NC(=S)Nc1ccccc1SC	-2.3	-1.7%	.	-1.6	-2.8	.	0.9	1.3	.
CC(C)(C)C(C(=O)Oc1ccccc1)c1ccccc1 (configuration not stated)	.	2.6%	-8.2	0.2	.	-1.1	-2.5	-2.1	-0.9
CCC(C)c1ccccc1OCCn1ccnc1 (configuration not stated)	-4.1	2.1%	-11.4	-5.5	-34.4*	-1.9	-5.3	7.2	-11.3
O=C(NCc1cccnc1)c1ccc(COc2ccc(Cl)cc2)cc1	0.3	1.4%	-0.3	-5.9	-31.9*	-1.9	-6.8	13.6	-7.5
CCN(CC(=O)Nc1c(F)cccc1F)C(=O)c1cccc(S(=O)(=O)N(C)c2ccccc2)c1	3.3	-0.9%	25.2	-2.4	-6.7	0.0	0.6	6.3	-1.4
CCCCSCCCNC(=O)C1CCN(Cc2nc(-c3cccc(Br)c3)oc2C)CC1	.	3.1%	-4.1	-2.5	-7.2	.	11.7	26.7	.
COc1nc2ccccc2cc1-c1noc(-c2cccnc2)n1	.	20.2%	2.5	-4.3	2.3	0.1	0.5	1.0	-16.6
CCOC(=O)c1oc2ccccc2c1NC(=O)c1cccs1	-4.3	8.4%	-0.9	4.6	-2.0	0.6	-9.5	7.2	11.3
CC(=O)N1c2ccccc2Sc2ccccc21	3.3	-0.6%	-3.5	4.0	-1.9	0.5	-1.5	4.0	-0.2
Fc1ccccc1CNc1ccc(Cl)c(Cl)c1	14.1	3.9%	-1.8	5.2	-6.9	-0.2	-7.0	3.3	21.1
O=C(CC(C(=O)O)c1ccc(Cl)cc1)c1ccccc1 (configuration not stated)	-0.9	0.2%	6.3	0.5	6.7	4.8	4.2	2.2	-4.4
O=C1CCSc2ccc(Cl)cc2N1Cc1ccc(Cl)cc1	-28.4	1.3%	3.6	-5.2	-9.3	6.2	-8.4	3.5	-7.3
CC1(C)CC(=O)c2cnc(NC(=O)CCc3ccccc3)nc2C1	13.2	0.5%	-1.6	-7.3	-3.4	0.6	-4.2	2.5	3.7
CC1Oc2ccccc2C(=O)N(CC(=O)c2ccc3c(c2)OCCO3)C1=O (configuration not stated)	6.7	0.7%	14.8	2.5	-5.5	1.1	1.8	9.6	-19.7
COc1ccc(-c2noc(=O)n2Cc2ccc(F)cc2Cl)cc1	-21.8	0.7%	-2.8	-7.8	-7.9	-0.5	1.6	7.2	0.6
COc1ccc(S(=O)(=O)Nc2ccc3c(c2)OCO3)cc1C	-2.2	0.7%	2.4	-1.6	-1.0	0.5	-1.6	-1.0	4.3
COc1cccc(/C=N/NC(=O)c2c(C)nc3ccc(Br)cn23)c1O	-8.3	4.0%	5.9	-4.3	-2.5	1.5	2.5	4.5	11.6
O=C(Nc1cc2c(=O)n(-c3ccc(Oc4ccccc4)cc3)ccc2oc1=O)c1ccccc1	-6.2	?	2.6	-1.9	4.9	-0.2	-2.6	4.7	-1.3
COc1ccccc1N1CCN(C(=O)Cc2cccs2)CC1	-7.6	-0.5%	3.8	-9.9	-4.3	0.4	7.0	1.4	-1.9
COc1ccc(N2CCN(C(=S)NC(C)c3ccccc3)CC2)cc1 (configuration not stated)	-2.1	1.0%	-2.4	6.0	3.6	-1.2	-6.5	4.4	-12.4
Cn1c(Cn2nnc3ccccc32)nnc1SCC(=O)N1CCc2ccccc21	-4.6	3.3%	-6.1	-6.8	5.5	0.6	12.0	-1.0	1.9
CCOC(=O)c1ccc(NC(=S)Nc2cccc(N)n2)cc1	-6.5	3.8%	-0.2	-3.7	-34.2*	0.3	13.1	1.5	-16.2
CS(=O)(=O)Oc1ccc2c(c1)O/C(=C\c1cccc([N+](=O)[O-])c1)C2=O	8.1	-1.4%	-9.5	-1.5	-15.8	1.4	-14.1	2.9	-3.0
O=C1c2ccccc2C(=O)N1OCc1ccccc1	5.1	-0.6%	22.0	-1.6	2.0	-2.4	-6.7	1.1	-5.9
O=C(NCCN1C(=O)C2C3C=CC(C3)C2C1=O)NCc1ccccc1 (configuration not stated)	.	-0.8%	10.5	-3.2	-8.7	-0.4	6.5	1.6	6.4
COc1ccc(-c2cn(Cc3ccc(C(N)=O)cc3)c(-c3ccncc3)n2)cc1	.	-0.2%	1.6	-1.1	-4.5	-0.6	-0.5	0.4	-3.0
O=S(=O)(c1ccc2nc(N3CCN(c4ccccc4F)CC3)ccc2c1)N1CCCCC1	0.2&4.1	?	-0.3&-0.1	-5.0&-3.9	-4.5&2.4	2.4&-0.1	1.1&9.9	1.8&3.2	-14.5
CC(=O)N1C(=O)NC2=C(C(=O)CCC2)C1c1cccc([N+](=O)[O-])c1 (configuration not stated)	0.0	-1.7%	-2.7	-2.8	4.5	2.2	-4.2	0.8	-3.5
CC(=O)Nc1ccc(C(=O)N2CCN(S(=O)(=O)c3ccc4c(c3)OCCCO4)CC2)cc1	12.2	0.9%	4.1	5.5	-1.3	0.0	6.7	0.1	-16.4
COC(=O)c1ccc2nc(NC(=O)C3CCCCC3)sc2c1	-9.3	5.6%	-2.0	-5.6	2.0	1.2	10.8	0.3	-8.3
CCOC(=O)c1c(SCC(=O)Nc2cc(Cl)cc(Cl)c2)nc(=O)[nH]c1C	-1.7	3.0%	.	0.6	.	-0.3	-3.0	-0.8	.

Reformatted: results already given
COc1nc2ccccc2cc1-c1noc(-c2cccnc2)n1
  RXFP1 antagonist: . | RXFP1 agonist: 20.2% | D2 potentiator: 2.5 | D1 potentiator: -4.3 | D1 antagonist: 2.3 | D2 ag: 0.1 | TRHR PAM: 0.5 | D1 agonist: 1.0 | D2 antag: -16.6
CCOC(=O)c1oc2ccccc2c1NC(=O)c1cccs1
  RXFP1 antagonist: -4.3 | RXFP1 agonist: 8.4% | D2 potentiator: -0.9 | D1 potentiator: 4.6 | D1 antagonist: -2.0 | D2 ag: 0.6 | TRHR PAM: -9.5 | D1 agonist: 7.2 | D2 antag: 11.3
CC(=O)N1c2ccccc2Sc2ccccc21
  RXFP1 antagonist: 3.3 | RXFP1 agonist: -0.6% | D2 potentiator: -3.5 | D1 potentiator: 4.0 | D1 antagonist: -1.9 | D2 ag: 0.5 | TRHR PAM: -1.5 | D1 agonist: 4.0 | D2 antag: -0.2

(continued)
SMILES	RXFP1 antagonist	RXFP1 agonist	D2 potentiator	D1 potentiator	D1 antagonist	D2 ag	TRHR PAM	D1 agonist	D2 antag
Cc1cccc(C(=O)NNc2ncnc3c2cnn3C)c1	10.4	26.5%	0.4	-7.0	-15.4	0.5	4.0	6.6	-25.1
N/C(CCS(=O)(=O)c1ccc(Cl)cc1)=N\OC(=O)c1ccccc1C(F)(F)F	4.2	0.7%	10.2	2.4	-6.8	0.5	7.1	0.4	-25.9
COc1ccccc1NC(=O)c1cc2c(CO)cnc(C)c2oc1=Nc1cc(OC)c(OC)c(OC)c1	-13.1	-4.3%	-3.1	0.7	0.1	1.9	3.7	0.0	-5.1
CCN(CC)C(=O)CN1C(=O)C(=O)c2ccccc21	14.1	3.7%	5.3	-7.8	-4.8	0.3	2.4	2.0	-5.5
CCOC(=O)C(C)Sc1ncnc2c1c(-c1ccccc1)cn2-c1ccc(OC)cc1 (configuration not stated)	0.0	0.7%	11.4	-1.9	2.0	0.5	-3.5	4.0	-0.3
Cc1ccc(O)c(C(=O)c2cnc3c(c2)CN(CCC(C)C)C(=O)N3)c1	-11.2	-0.7%	1.2	-4.8	0.6	0.3	2.9	1.4	5.1
